# EPAC1 agonist – activates human EPAC1 exchange factor. O95398. AID 720707. Potency, µM (doses to about 154 µM), without a hit: at the top dose activation, actives largely listed as activators. hit rate 0.073% among 360,000. EPAC1 agonist qHTS, biochemical assay; response scale: 100% = response to 6.5 mM cAMP; note: potency is the fitted concentration of half-maximal effect; nearly all actives have a fitted effect of over 60% in size
#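 Fluorescent GDP-exchange assay: 100 nM EPAC1 with 250 nM Rap1B preloaded with BODIPY-GDP and 50 uM GDP; compounds tested as concentration series, 5 min at room temperature, then read every 5 min for 30 min (ex 480/em 540 nm); normalized to 6.5 mM cAMP.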
# Abeta yeast res – restores growth of yeast expressing A-beta42 peptide. yeast expressing A-beta42, growth rescue, OD600, 48 h; response scale: 0% DMSO, 100% iron-clioquinol control. Potency, µM (highest dose often 46.1 µM), inactives show at the highest dose growth rescue, hits mostly activators. hit rate 0.063% among 410,000. AID 1347071; note: potency is the fitted concentration of half-maximal effect; nearly all actives have a fitted effect of over 55% in size
#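 Growth rescue measured by 600 nm absorbance after 48 h yeast culture at 30 C with compound. Values normalized between DMSO and an equimolar ferric chloride plus clioquinol control.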
# FUS yeast rescue – rescues growth of FUS-expressing yeast. S. cerevisiae FUS-expressing, growth rescue, OD600, 24 h. Potency, µM (top dose mostly 76.6 µM), for inactives: at the highest dose growth rescue (activation), usual class: activators. hit rate 0.24% among 390,000. AID 1347120;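 note: potency is the fitted concentration of half-maximal effect; plate controls were DMSO vehicle for no effect and reference control for full effect; nearly all actives have a fitted effect of over 55% in size; some results filed as inactive show a strong effect at the top dose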
#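 FUS-expressing yeast, raffinose-pregrown, induced in 2% galactose minimal medium at OD 0.005; compounds in a dilution series, 24hr at 30C. Growth restoration read as absorbance at 600 nm. CP55940 positive control, DMSO negative.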
# IL-2 act – IL-2 activation; IL-2 activation reporter assay, cell-based qHTS; stimulated with anti-CD3/CD4/CD28 beads; in transgenic mouse T cells; activation, % (series mostly up to about 46 µM); hit rate 0.065% among 360,000; AID 652025; in the data active = activation above about 50%; inconclusive = mostly about 30% to 49%; note: 0% is about no effect
#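 Quantitative HTS in unstimulated transgenic mouse T cells, with memory T cells as non-tolerant control and PMA/ionomycin as tolerance-bypass control. Compound pretreatment lasted 60 minutes before 18 h bead stimulation; EGFP/DsRed fluorescence read.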
# WRN inhibitor – WRN helicase (human) inhibition. Q14191. WRN helicase unwinding, fluorescent forked duplex, kinetic. Potency, µM (series often up to 114 µM), without a hit: at the highest dose activity change, negative = inhibition, usual class: inhibitors. hit rate 0.46% among 360,000; note: potency is the fitted concentration of half-maximal effect; % is set by controls: 0 for no effect and ±100 for the full control effect; nearly all actives have a fitted effect of over 55% in size
# Target sequence (Q14191 whole entry, looked up): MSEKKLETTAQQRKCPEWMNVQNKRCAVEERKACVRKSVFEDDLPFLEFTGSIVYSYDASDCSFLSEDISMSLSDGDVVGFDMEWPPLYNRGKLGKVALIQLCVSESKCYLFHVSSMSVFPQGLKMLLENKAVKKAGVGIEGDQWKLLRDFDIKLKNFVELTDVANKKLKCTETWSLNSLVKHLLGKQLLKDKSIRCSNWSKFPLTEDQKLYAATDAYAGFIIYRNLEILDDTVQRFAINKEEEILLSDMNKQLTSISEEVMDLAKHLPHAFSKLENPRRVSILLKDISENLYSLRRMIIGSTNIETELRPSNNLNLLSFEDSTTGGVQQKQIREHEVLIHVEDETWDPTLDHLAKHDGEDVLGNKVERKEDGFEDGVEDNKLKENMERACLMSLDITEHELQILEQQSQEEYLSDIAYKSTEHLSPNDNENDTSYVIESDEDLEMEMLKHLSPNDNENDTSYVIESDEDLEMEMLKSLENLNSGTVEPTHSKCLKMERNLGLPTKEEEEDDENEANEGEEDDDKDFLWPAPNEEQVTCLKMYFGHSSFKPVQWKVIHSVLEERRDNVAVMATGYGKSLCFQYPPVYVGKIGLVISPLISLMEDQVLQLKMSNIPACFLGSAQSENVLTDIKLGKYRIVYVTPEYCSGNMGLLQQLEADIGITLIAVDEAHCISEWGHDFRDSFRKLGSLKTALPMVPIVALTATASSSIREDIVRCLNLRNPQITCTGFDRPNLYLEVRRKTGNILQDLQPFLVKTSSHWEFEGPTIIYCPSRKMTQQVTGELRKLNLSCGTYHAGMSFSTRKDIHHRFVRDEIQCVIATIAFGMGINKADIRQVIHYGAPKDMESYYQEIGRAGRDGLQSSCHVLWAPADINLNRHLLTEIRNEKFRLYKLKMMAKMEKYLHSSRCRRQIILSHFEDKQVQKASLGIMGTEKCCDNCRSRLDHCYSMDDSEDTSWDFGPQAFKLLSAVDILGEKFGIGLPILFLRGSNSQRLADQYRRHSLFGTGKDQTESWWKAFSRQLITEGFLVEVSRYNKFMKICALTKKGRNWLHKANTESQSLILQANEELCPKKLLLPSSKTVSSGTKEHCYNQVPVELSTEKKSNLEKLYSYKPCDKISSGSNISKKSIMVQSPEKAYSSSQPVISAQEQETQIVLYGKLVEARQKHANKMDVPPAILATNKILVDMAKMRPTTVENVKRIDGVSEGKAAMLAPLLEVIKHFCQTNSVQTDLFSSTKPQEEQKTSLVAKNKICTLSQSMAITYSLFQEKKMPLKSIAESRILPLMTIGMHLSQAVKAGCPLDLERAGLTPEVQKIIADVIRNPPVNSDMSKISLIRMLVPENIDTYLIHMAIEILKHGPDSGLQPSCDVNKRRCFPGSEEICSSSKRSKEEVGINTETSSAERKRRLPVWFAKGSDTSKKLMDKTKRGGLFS
#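 Kinetic fluorescence helicase assay: unwinding of a quenched forked DNA duplex (100 nM final) with 2 mM ATP final raises red fluorescence (525/598 nm). Compounds sat 15 min at room temperature with 20 nM WRN beforehand.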
# EPAC1 antag – blocks human EPAC1 exchange factor; O95398; EPAC1 GEF assay, Rap1b-BODIPY-GDP exchange fluorescence; Potency, µM (titrated, usually from 115 µM), for inactives: at the highest dose activity change, negative = inhibition, hits mostly inhibitors; hit rate 0.14% among 360,000;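 note: potency is the fitted concentration of half-maximal effect; plate controls were vehicle for no effect and positive control for full effect; nearly all actives have a fitted effect of over 50% in size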
# PI5P4Ka inh – inhibitors of human PI5P4K alpha | max response, % | AID 652105 | PI5P4Kalpha enzyme, ADP-Glo luminescence, 60 min; stronger effect = lower value | P48426 | hit rate 1.2% among 330,000; active = max response of -50% or lower; inconclusive = between -30% and -50%; inactive = -30% or higher; note: value at the top dose of about 77 µM; % is set by controls: 0 for no effect and ±100 for the full control effect
#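 qHTS, 1536-well: enzyme/substrate mix, compound by pin tool, 5 microM ATP final; RT 60 min; ADP-Glo reagents 1 (45 min) then 2 (30 min); luminescence.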
# PLK1 PBD block – PLK1 (human) polo-box domain binding inhibition; Plk1 PBD binding of FITC phosphopeptide, fluorescence polarization; Potency, µM, for the others: max response, negative = inhibition, hits mostly inhibitors; P53350; hit rate 2.8% among 360,000; AID 720504; note: potency is the fitted concentration of half-maximal effect; series mostly up to about 57 µM; % is set by controls: 0 for no effect and ±100 for the full control effect; nearly all actives have a fitted effect of over 65% in size
# Numbers without * were called inactive; ? = inconclusive; nt = not tested or not shown; [ ] = dose if it differs, or a comment. Unless noted, calls come from the whole dose curve; as a rule, active = well fitted curve in the direction sought with a large enough effect; inconclusive = small, poorly fitted or top-dose-only effect, or another doubt; inactive = no such curve, though single readings can be large; an effect the other way counts as inactive or inconclusive. Not all compounds are listed; count on the stated rates, not on these rows.
smiles	EPAC1 antag	FUS yeast rescue	Abeta yeast res	WRN inhibitor	PLK1 PBD block	EPAC1 agonist	IL-2 act	PI5P4Ka inh
CC1(C)CC(=O)C(C=NCCN2CCN(C(=O)Cc3ccc(F)cc3)CC2)=C(O)C1	9%	12%	0%	-4%	-5%	-1%	-2.1	nt
CCCCn1nnnc1C(c1ccc(OC)cc1)N1CCC2(CC1)C(=O)NCN2c1ccccc1 (configuration not stated)	-22%	33%	-22%	-6%	-17%	-6%	-0.6	4
c1ccc2c[n+](CCCCCCCCCC[n+]3ccc4ccccc4c3)ccc2c1	-6%	-6%	nt	-13%[57.1 µM]	nt	6%	0.6	5
CCCc1nc2ccccc2c(=O)n1-c1ccccc1OC	-12%	10%	-15%	3%	-4%	0%	1.4	2
CN1C2CNC(=O)CC1C1CCC2C1 (configuration not stated)	10%	-35%	7%	9%	-5%	1%	0.9	0
Cc1ccc(N=C(/N=C(\N)N[N+](=O)[O-])Nc2ccc(C)cc2)cc1	4%	13%	-2%	-5%	-8%	2%	-0.1	-5
CCC(C)C(=O)N[C@@H](c1ccccc1)[C@@H](O)C(=O)O[C@H]1C[C@@]2(O)[C@@H](OC(=O)c3ccccc3)C3[C@](C)(C(=O)[C@H](OC(C)=O)C(=C1C)C2(C)C)[C@@H](O)C[C@H]1OC[C@@]31OC(C)=O (some centres not stated)	-16%	30%	-13%	9%	-12%	-7%	-0.9	0
Cc1ccc(C(=O)N[C@@H](C)CN2C3=NC[C@H](Cc4ccccc4)N3C[C@H]2Cc2ccc(O)cc2)cc1Br	-19%	7%	5%	4%	-14%	-13%	-0.7	-18
C=C[C@@H]1C2=CCOC(=O)C2=CO[C@H]1O[C@@H]1O[C@H](CO)[C@@H](O)[C@H](O)[C@H]1O	-9%	-29%	-5%	-1%	-8%	4%	-0.5	7
N[C@@H](Cc1c[nH]c2ccccc12)c1nnc(SCc2ccccc2)o1	-7%	21%	24%	-7%	-3%	27%	12	-3
CC(=O)N1N=C(c2cccnc2)CC1c1ccccc1O (configuration not stated)	-7%	14%	-6%	-3%	-11%	3%	1.9	0
CCC(=NCc1cc(OC)cc(OC)c1)c1c(O)n(C2CCCCC2)c(=O)[nH]c1=O	-18%	33%	5%	-4%	-6%	15%	0.6	-1
O=C(N[C@H]1CP(=O)(Oc2ccccc2)O[C@H](COCc2ccccc2)[C@H]1O)C(Cl)(Cl)Cl (some centres not stated)	-20%	6%	7%	2%	-2%	-15%	-0.2	0
N#CC1=C(N)Oc2c(c(=O)sc3ccccc23)C1c1cccnc1 (configuration not stated)	12%	15%	-3%	-13%	0%	6%	-0.4	-63*
CN(CC=CCN(C)P(=S)(N1CC1)N1CC1)P(=S)(N1CC1)N1CC1	5%	nt	8%	-5%	-3%	-2%	0.0	3
CCCN1CCc2cccc3c2[C@H]1Cc1ccc(O)c(O)c1-3	-1%	19%	-27%	-3%	-11%	-6%	-0.4	?
COCCCN1CCN(c2nnc3n2-c2sc(Br)cc2C(c2ccccc2Cl)=NC3)CC1	-12%	nt	-10%	-21%	-4%	-9%	-4.3	-7
COc1cc(OC)c(OC)cc1/C=C1\C(=O)NC(=O)N(Cc2ccccc2)C1=O	-15%	12%	-3%	79µM*	2.7µM*	0%	0.8	-25
CCOC(=O)CC(SP1(=S)OCC2(CCCCO2)C(C2CCCCO2)O1)C(=O)OCC (configuration not stated)	-5%	26%	23%	-2%	-13%	-5%	-0.6	14
OCCNCCc1c[nH]c2ccc(OCc3ccccc3)cc12	-3%	-21%	-1%	-1%	-6%	-2%	0.4	18
Cc1oc(-c2ccc(F)cc2F)nc1CN1C[C@@H]2C[C@@H](C1)c1cccc(=O)n1C2	-19%	13%	-6%	-26%[57.1 µM]	-19%	-1%	-4.3	1
Cc1cc(OCC(=O)N[C@H](C(=O)O)c2ccccc2)c2c3c(c(=O)oc2c1)CCC3	-14%	-5%	2%	-8%	-12%	-14%	0.3	-6
Cc1ccccc1-n1c(O)c(C=Nc2ccc(N(C)C)cc2)c(=O)[nH]c1=O	0%	35%	-21%	-3%	1%	0%	1.4	-13
Cc1nc2sccc2c(=O)n1-c1ccccc1Cl	11%	20%	-13%	3%	-4%	6%	-3.0	nt
CC(=O)O[C@@]12CO[C@@H]1C[C@H](O)[C@@]1(C)C(=O)[C@H](O)C3=C(C)[C@@H](O)C[C@@](O)([C@@H](OC(=O)c4ccccc4)C12)C3(C)C (some centres not stated)	-1%	-8%	6%	-1%	3%	-7%	-0.5	1
C#CCOc1ccc(Br)cc1C(c1c(C)[nH][nH]c1=O)c1c(C)[nH][nH]c1=O	-8%	-11%	3%	-5%	?	4%	0.5	1
CC(Cc1ccccc1)NC(=O)/C=C/c1ccc(Cl)cc1 (configuration not stated)	7%	nt	10%	-4%	-1%	7%	87*	6
CCOC(=O)C(O)(c1ccc(NC(=O)NC)cc1)C(F)(F)F (configuration not stated)	-8%	-13%	-15%	-4%	-9%	-3%	2.7	-7
Cn1c(O)c(Cc2cccc(Cl)c2Cl)c(=O)n(C)c1=O	0%	-6%	-6%	1%	-20%	10%	-1.9	0
C/C(=C\c1ccc(N(C)C)cc1)[N+](=O)[O-]	6%	16%	-29%	-26%	?	2%	-5.0	nt
Cc1ccc2nc(SCC(=O)N/N=C/c3ccco3)cc(C)c2c1	?	8%	-2%	-10%	-27%	0%	2.6	-23
COC(=O)C1=C(c2cccc(OCc3ccccc3)c2)C[C@@H]2CC[C@H]1N2C(=O)NCc1cccc(C(F)(F)F)c1	-21%	26%	-4%	-1%	-6%	-1%	-2.9	18
FC(F)(F)c1cccc(NC2=NCCCS2)c1	-10%	-19%	-2%	3%	-10%	1%	0.6	-2
Nc1ccccc1C(=O)OC1CSC1	6%	11%	2%	-16%[57.1 µM]	-20%	-4%	-1.3	nt
CS(=O)(=O)NNP(=O)(NNS(C)(=O)=O)NC(=O)c1ccccc1	7%	-24%	12%	2%	4%	-4%	2.5	-3
Cc1ccnc(-n2c(-c3ccco3)nc3ccccc3c2=O)c1	-4%	22%	11%	1%	-3%	1%	-1.6	nt
O=C1NC(=O)C(CCc2ccncc2)(CCc2ccncc2)C(=O)N1Cc1ccc(F)cc1	10%	2%	5%	10%	?	7%	-3.4	2
COC(=O)C1=C(c2ccc3ccccc3c2)C[C@@H]2CC[C@H]1N2C(=O)N1CCOCC1	-6%	33%	-2%	3%	-16%	4%	-0.2	3
Cc1ccc(C)c(Cn2c(C(=O)O)c(C=O)c3ccccc32)c1	5%	-24%	11%	-2%	89%[activator]	?	0.0	3
CCn1c(O)c(C=NCc2cccs2)c(=O)[nH]c1=O	-5%	7%	2%	9%	15µM*	1%	-1.5	-25
COC(=O)C1=C(c2ccc(-c3ccccc3)c(F)c2)C[C@@H]2CC[C@H]1N2C(=O)NCCNC(C)=O	-1%	33%	4%	6%	-14%	12%	0.0	0
CCCCOC(=O)C1=C(N)OC2=C(C(=O)CCC2)[C@]12C(=O)Nc1ccccc12	-9%	12%	16%	2%	-9%	9%	1.3	1
COc1ccc(CCN(C)Cc2ccc(F)cc2F)cc1OC	1%	-24%	1%	-5%	-5%	12%	-2.3	nt
CNC(=S)N(C)CCc1cc2c(c(OC)c1/C=C1/C(=O)NC(=O)N(C)C1=O)OCO2	-22%	-22%	13%	0%	?	4%	1.2	-7
CCCCn1c(O)c(C(C)=NCc2ccc(F)cc2)c(=O)[nH]c1=O	2%	0%	-7%	6%	-2%	-5%	-0.9	nt
COc1ccc(Cn2c(N)c(C(=O)NCc3ccco3)c3nc4ccccc4nc32)cc1	-5%	18%	4%	-15%	-9%	11%	-0.2	-7
Cc1ccccc1OCCCn1cc(C(=O)C(=O)N2CCOCC2)c2ccccc21	-24%	30%	7%	-2%	6%	-1%	-2.9	1
Cc1ccc(-c2nc3ccccc3c(=O)n2-c2ccc(Br)cn2)cc1	-15%	nt	-45%[inhibitor]	-14%	-4%	5%	-4.0	1
Cc1ccc(C(=O)C2CN(C)CC2C(=O)c2ccc(C)cc2)cc1 (configuration not stated)	-25%	-1%	14%	-2%	-9%	6%	-0.2	3
CC(C)c1ccc(C2N3CCCN23)cc1 (configuration not stated)	-8%	-3%	20%	-3%[57.1 µM]	2%	-6%	2.5	-4
O=C(Cc1ccccc1)Oc1ccc(N2C(=O)CCC2=O)cc1	2%	3%	22%	4%	3%	-5%	1.2	1
O=c1c2ccccc2nc(CBr)n1-c1ccc(Cl)cc1	-5%	-20%	?	11%	-6%	-1%	-2.7	-10
CCCC/C(C)=C/[C@@H](NP(=O)(c1ccccc1)c1ccccc1)c1ccccc1	-22%	?	-8%	-2%	-5%	-9%	-0.3	-9
COP(=O)(OC)C(Nc1ccccc1)c1ccccc1 (configuration not stated)	4%	-2%	-17%	4%	-6%	10%	1.0	4
COc1cc(/C=C2/SC(=S)N(Cc3ccccc3)C2=O)ccc1OCC(=O)O	?	10%	34%	-13%[57.1 µM]	?	7%	-0.8	-17
Nc1ccc(N2CCN(Cc3ccccc3Cl)CC2)c(Cl)c1	3%	34%	-17%	-8%	-18%	11%	0.2	4

# The listing continues:
smiles	EPAC1 antag	FUS yeast rescue	Abeta yeast res	WRN inhibitor	PLK1 PBD block	EPAC1 agonist	IL-2 act	PI5P4Ka inh
CCOc1cccc(N2C(=O)CC(=O)NC2=O)c1	5%	19%	1%	2%	?	12%	-0.3	-3
S=c1[nH]nc(-c2ccc3ccccc3n2)n1-c1ccc2c(c1)OCCO2	16%	-11%	16%	?	-21%	7%	0.9	-15
COc1cc2c(cc1OC)[C@@]13CCN4CC5=CCO[C@H]6CC(=O)N2[C@H]1[C@H]6[C@H]5C[C@H]43	3%	-1%	12%	-2%	5%	1%	0.7	1
O=C1CN=C(c2cccs2)c2c(sc3c2CCCC3)N1	-8%	21%	-7%	-6%	-6%	4%	2.8	nt
COc1ccc(CC[n+]2cc(/N=C(\C)[O-])on2)cc1OC	7%	12%	-3%	-8%	?	-1%	-1.4	nt

# High-throughput results as filed in PubChem.
